From PubChem
CF NFkB inh = inhibitors of cystic fibrosis induced NF-kB; KKLEB NF-kB-GFP reporter, PAF-induced, GFP fluorescence overnight; inhibition, % at 5 µM; 360,000 compounds, 0.86% hits;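 active = at least 50% inhibition at 5 µM, scaled per plate between neutral and stimulator controls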;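 note: PAF is a Pseudomonas aeruginosa culture filtrate used as stimulus; plate controls were PAF-stimulated DMSO wells for no effect and unstimulated DMSO wells for full effect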
Shn3 inh set2 = inhibitors of Schnurri-3 3'UTR reporter in osteoblasts | Clone20 osteoblast Shn3 3'UTR firefly luciferase, 24 h | inhibition, % at 12.5 µM | 360,000 compounds, 0.52% hits;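 active = mean inhibition of at least 75% with every replicate also reaching 75%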;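 note: 0% = median of neutral control wells and 100% = pilot-screen positive control compound; some compounds past the cut are filed as inactive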
TRPM1 prom inh = inhibitors of MITF-driven TRPM1 promoter in melanoma cells. SK-MEL-5 TRPM1 promoter luciferase, 24 h. inhibition, % at 12.5 µM. 330,000 compounds, 0.83% hits. AID 488899;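 active = mean inhibition across replicates of 60% or more, whatever share of single replicates reaches that level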; note: values of inactives mirror those of a sister screen read the other way
Peg3 prom inh = reduces Peg3 promoter-driven luciferase expression in HeLa; 360,000 compounds, 1.7% hits; HeLa PEG-Prom luciferase reporter, luminescence, overnight; AID 588405; inhibition, % at 20 µM;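 active = inhibition of at least 50% at 20 µM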
KKLEB cytotox = CF airway cell cytotoxicity counter-screen. 360,000 compounds, 0.36% hits. activity change (cytotoxicity), % at 5 µM. KKLEB CF airway cells viability, ATPlite luminescence, overnight; active compounds read low; cells stimulated with P. aeruginosa culture filtrate;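 active = corrected activity change at or below -50% at 5 µM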
C8 TRAIL sens = caspase-8 TRAIL sensitization; inhibition (viability loss, TRAIL sensitization), % at 10 µM; 360,000 compounds, 1% hits; NB7+C8 cells + TRAIL, ATPlite viability luminescence;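 active = compounds causing at least 50% loss of cell viability in the single-dose screen, relative to plate controls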
TWEAK-Fn14 inh = TWEAK-Fn14 signaling inhibition | TWEAK-stimulated Fn14 reporter cells, luciferase luminescence, 8 h | inhibition, % at 10 µM | 360,000 compounds, 2% hits | AID 1159606; in the data active = inhibition above about 50%
TROY NFkB inh = blocks TROY-dependent signaling in reporter cells. 360,000 compounds, 0.98% hits. inhibition, % at 10 µM. Q293 LMP1-TROYcd NF-kB luciferase reporter, 4 h. AID 1347056;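 active = compounds whose plate-normalised and pattern-corrected inhibition of the luciferase reporter signal at the single screening dose is 50% or more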
NR2E3 ag-1 = NR2E3 (human) agonism. Q9Y5X4. GST-NR2E3/biotin-RetCOR TR-FRET, 1536-well. inhibition of corepressor binding, % at 4.78 µM. 320,000 compounds, 0.12% hits. AID 2300;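 active = percent inhibition above the cutoff of mean plus 3 SD of all tested compounds, set per screening campaign, cut at about 20% in these data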;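 note: 0% = DMSO wells and 100% = biotin wells as full block of FRET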
Target sequence (Q9Y5X4 whole entry, looked up): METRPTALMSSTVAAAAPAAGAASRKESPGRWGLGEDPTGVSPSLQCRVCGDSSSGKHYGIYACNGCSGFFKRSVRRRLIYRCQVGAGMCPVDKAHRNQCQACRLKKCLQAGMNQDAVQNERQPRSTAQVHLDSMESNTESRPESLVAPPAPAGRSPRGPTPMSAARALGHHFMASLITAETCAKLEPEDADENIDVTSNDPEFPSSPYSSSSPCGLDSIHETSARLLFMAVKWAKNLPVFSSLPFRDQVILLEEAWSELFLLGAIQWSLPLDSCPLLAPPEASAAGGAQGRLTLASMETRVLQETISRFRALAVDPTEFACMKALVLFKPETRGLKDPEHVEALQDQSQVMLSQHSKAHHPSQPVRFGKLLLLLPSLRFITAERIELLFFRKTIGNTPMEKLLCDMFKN
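Test system – NR2E3–RetCOR corepressor complex · Quantity – NR2E3 fusion 1.35 nM · Buffer or medium – Tris pH 7.5 · Incubation – Compound–protein incubation for 5 h at 4 °C · Technique – TR-FRET, Eu(K)-anti-GST donor, streptavidin-D2 acceptor, ex 340, em 617/671 nm · Evaluation – percent inhibition of 671/617 nm emission ratio versus biotin and DMSO controls · Plate – 1536-well format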
HIF-2a block = inhibitors of HIF-2a; 786-0 RCC cells HIF-2a reporter, luciferase luminescence, overnight; inhibition, % at 18.8 µM; 360,000 compounds, 0.72% hits;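 active = inhibition of the luminescence signal of 40% or more relative to plate controls, in a single-dose primary screen at 18.75 µM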
NR2E3 ag-2 = agonists of human NR2E3 nuclear receptor. Q9Y5X4. CHO-S Gal4-NCOR/VP16-NR2E3 two-hybrid, luciferase. inhibition of corepressor binding, % at 3.98 µM. 360,000 compounds, 0.35% hits. AID 602229;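 active = inhibition above the mean of all tested compounds plus 3 SD, cut at about 70% in these data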;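 note: 0% = DMSO with NR2E3 transfected cells and 100% = cells lacking NR2E3 construct; higher means lower luciferase signal from less NR2E3 corepressor binding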
An asterisk follows results filed as active; . = no result given.

SMILES	CF NFkB inh	Shn3 inh set2	TRPM1 prom inh	Peg3 prom inh	KKLEB cytotox	C8 TRAIL sens	TWEAK-Fn14 inh	TROY NFkB inh	NR2E3 ag-1	HIF-2a block	NR2E3 ag-2
Cc1ccc(S(=O)(=O)Nc2nc3ccccc3nc2NCC2CCCO2)cc1C (stereo unspecified)	12	-3	-4	10	-6	-2	2	11	5	17	36
COc1ccccc1CN1CC(C(=O)NCc2ccc(SC)cc2)CCC1=O (stereo unspecified)	9	-22	-10	-16	-11	7	12	-9	.	-30	-14
COc1ccc(-c2cc(C(=O)Nc3cc(Cl)ccc3O)no2)cc1	8	-101	-107	-197	-7	-6	-44	-54	-2	-191	-12
CC(C)n1cc2c(N)ncnc2n1	-10	9	9	10	-1	6	32	11	.	9	-25
COc1ccc(-c2ccc3c(c2)O[C@H](CN(C)C(=O)Nc2ccccc2F)[C@@H](C)CN([C@H](C)CO)S3(=O)=O)cc1	-10	25	.	15	19	11	-9	-10	.	0	-27
CCn1c(=O)n(CC(=O)NC2CCCC(C)C2C)c(=O)c2ccccc21 (stereo unspecified)	-1	-2	-8	10	-7	-7	-18	-14	5	11	-17
CC(NC(=O)C1CCCN1C(=O)OC(C)(C)C)C(=O)OCc1ccccc1 (stereo unspecified)	10	-9	.	10	-8	-11	4	18	.	8	3
N#Cc1ccccc1OCc1nnc(-c2ccccc2Br)o1	15	-101	-145	-334	-6	-6	2	-84	3	-298	-119
CS(=O)(=O)N(CC(=O)N1CCOCC1)c1cc(C(F)(F)F)ccc1Cl	2	-84	-11	-4	-4	-2	13	-2	-2	13	-26
Cc1ccc(S(=O)(=O)N(CC(=O)Nc2ccc(Cl)cc2)C(=O)N2CCN(C)CC2)cc1	-10	-5	1	3	-4	5	10	17	.	-2	13
COc1ccc(C(=O)NCCS(=O)(=O)N(C)Cc2ccccc2)cc1	16	-23	1	-1	4	-2	8	-7	-2	3	-34
COc1ccccc1CN1CCN(Cc2nc(-c3ccccc3)no2)CC1	-1	-23	-16	-81	-11	-2	1	-13	1	-123	-28
COc1ccc(S(=O)(=O)N2CCN(C)CC2)cc1NC(=O)c1ccccc1C	1	5	6	2	-13	-12	3	3	7	4	-14
CCC(=O)Nc1ccc2c(c1)nc(CCN1CCN(C)CC1)n2C	-6	-13	5	-2	2	-10	13	12	3	15	-12
Cc1ccc(NC(=O)CCCCCN2C(=O)[C@@H]3Cc4ccccc4CN3C2=O)c(C)c1	13	8	13	-10	1	-10	13	0	2	7	-13
CC(C)(C)C(=O)Nc1cccc(-c2ccc[nH]2)n1	1	-8	-16	-18	2	7	19	-2	.	-30	-6
O=S(=O)(c1cc(Cl)c(Cl)cc1Cl)N1CCN2CCCC2C1 (stereo unspecified)	-3	0	-13	11	-2	3	-2	11	0	13	6
O=C(N[C@@H](Cc1ccccc1)C(=O)OCc1ccccc1)c1nc[nH]c1C(=O)N1CCc2ccccc2C1	-5	1	0	29	2	-19	-18	-21	1	21	-2
Cc1sc2nc(SCC(=O)N(C)c3ccccc3)n(C)c(=O)c2c1C	39	17	-2	6	-5	-2	9	-11	-1	12	-7
COC(=O)c1sccc1Oc1ccc(Cl)cc1N1C(=O)CCC1=O	23	-2	0	12	-16	-3	3	-2	1	9	-3
Cc1ccc(NC(=O)c2ccc(OCc3c(C)noc3C)cc2)c(C)c1	0	26	-12	-16	-20	9	8	9	-1	-7	-28
Cc1cc(C(=O)N2CCCC(CCC(=O)N3CCN(c4ccccn4)CC3)C2)c(C)o1 (stereo unspecified)	20	6	1	3	7	-3	9	19	-2	13	-17
CCN(CC)CCCNC(CC(=O)Nc1cccc([N+](=O)[O-])c1)C(=O)O (stereo unspecified)	-24	-7	-7	5	21	-11	3	9	2	5	-19
COc1ccc(-n2ncc3c(SCC(=O)N4CCN(c5ccccc5OC)CC4)ncnc32)cc1	-9	19	15	-2	-11	6	55*	6	-2	-30	-13
Cc1nn(-c2ccccc2)c(Cl)c1CN(C(=O)CCl)c1cccc2ccccc12	32	50	25	95*	1	97*	77*	1	-1	62*	-9
COc1ccc(Cl)cc1-c1n[nH]c(=S)o1	1	-21	12	8	-6	6	-16	-13	10	3	-16
O=C(O)CCC(=O)NNC(=O)c1cccc(Br)c1	-8	-8	9	8	2	1	-35	-26	2	16	24
COc1ccc(CC(=O)OCC(=O)NC2CC2)cc1	10	-7	2	-4	14	5	0	-9	4	3	-1
CC(=O)Nc1ccc(S(=O)(=O)NCc2ccc(C(=O)NC(C)c3ccccc3)cc2)cc1 (stereo unspecified)	8	-8	9	6	3	-14	-8	-12	-1	-2	-6
CC1(C)Oc2ccc3ccc(=O)oc3c2/C(=C/Nc2cccc(O)c2)C1=O	-7	0	-6	20	10	-11	21	14	0	2	17
CCOc1ccc(NC(=O)Cn2nnc(-c3ccccc3NC(=O)CC)n2)cc1	-3	-14	8	15	4	39	19	9	1	10	14
COCCNC(=O)C(=O)N/N=C(\C)CC(=O)Nc1cccnc1	-5	-6	6	19	1	2	-20	11	3	18	-9
COc1ccc(CC(=O)OCc2nnc(-c3ccccc3)o2)cc1	1	11	-4	-9	5	-5	-15	4	0	1	1
Cc1ccc(CNC(=O)C2CCCN2C(=O)NCc2ccccc2)cc1 (stereo unspecified)	8	-12	-4	13	-26	-13	-5	3	0	0	-9
COc1ccc(CCN(C)C(=O)C2CC(=O)N(Cc3ccc(C)cc3)C2)cc1OC (stereo unspecified)	6	7	-3	-11	-9	-8	-9	-5	1	8	9
CCCS(=O)(=O)N1CCN(C(=O)COc2ccccc2)CC1	3	-15	5	12	-9	29	-8	-5	-1	18	-5
O=C(NCc1ccco1)C(c1ccco1)N(CCc1ccccc1)C(=O)Cn1nnc2ccccc21 (stereo unspecified)	6	10	5	10	-4	1	1	-12	0	16	8
COc1ccc(C(=O)C(CCCCC(CN(C)C)C(=O)c2ccc(OC)cc2)CN(C)C)cc1 (stereo unspecified)	4	-28	51	46	1	-9	-30	21	2	15	10
COc1ccc(NC(=O)CN2C(=O)COc3ccc(C)cc32)c(OC)c1	2	2	4	-11	7	1	4	2	-3	-7	5
Clc1ccccc1-c1nnc(-c2cccs2)o1	-50	-62	-57	-274	6	31	-14	-37	5	-236	-134
O=C(Cn1cnc2c(NCc3ccccc3)ncnc21)NCC1CCCO1 (stereo unspecified)	10	1	-8	-2	5	-15	9	3	.	16	-14
CCOc1cc(C)c(S(=O)(=O)NC2CC(C)(C)NC(C)(C)C2)cc1C	5	14	1	-5	-7	-7	2	-7	3	14	-3
Cc1ccc2c(c1)N(CCC(=O)NCCCN1CCCC1)C(=O)CO2	-6	2	2	6	-6	23	8	10	3	16	-2
Cc1cc(C(=O)NC(C)CCc2ccccc2)ccc1[N+](=O)[O-] (stereo unspecified)	7	0	-1	-2	-1	-2	-31	-17	2	-26	-24
O=C(CN1C(=O)NC2(CCCC2)C1=O)N1CCN(C(=O)c2ccco2)CC1	-10	-3	-5	0	9	-21	0	-9	-1	3	1
CCOCc1c(C(=O)N2CCN(CCOc3ccc(Cl)cc3)CC2)oc2ccccc12	9	21	20	21	-12	23	33	39	.	-2	3
COc1cccc(NC(=O)CCNS(=O)(=O)c2ccc(Br)s2)c1	-9	7	9	2	-8	-2	17	2	2	15	-3
O=C(c1ccc(CN2CCc3ccccc3C2)cc1)N1CCc2ccccc2C1	4	-10	-9	-11	6	-3	-5	0	0	-2	-12
CNCC(=O)Nc1ccc(Cl)c(C(F)(F)F)c1	3	2	-6	1	5	17	-11	5	3	15	10
Cc1cc(NS(=O)(=O)c2ccc(NC(=O)c3c(F)c(F)c(F)c(F)c3F)cc2)nc(C)n1	19	-7	-7	-9	-9	4	7	22	-2	14	7

4 neighbouring compounds from above, quoted:
SMILES	CF NFkB inh	Shn3 inh set2	TRPM1 prom inh	Peg3 prom inh	KKLEB cytotox	C8 TRAIL sens	TWEAK-Fn14 inh	TROY NFkB inh	NR2E3 ag-1	HIF-2a block	NR2E3 ag-2
COc1cccc(NC(=O)CCNS(=O)(=O)c2ccc(Br)s2)c1	-9	7	9	2	-8	-2	17	2	2	15	-3
O=C(c1ccc(CN2CCc3ccccc3C2)cc1)N1CCc2ccccc2C1	4	-10	-9	-11	6	-3	-5	0	0	-2	-12
CNCC(=O)Nc1ccc(Cl)c(C(F)(F)F)c1	3	2	-6	1	5	17	-11	5	3	15	10
Cc1cc(NS(=O)(=O)c2ccc(NC(=O)c3c(F)c(F)c(F)c(F)c3F)cc2)nc(C)n1	19	-7	-7	-9	-9	4	7	22	-2	14	7

Remaining list, next part:
SMILES	CF NFkB inh	Shn3 inh set2	TRPM1 prom inh	Peg3 prom inh	KKLEB cytotox	C8 TRAIL sens	TWEAK-Fn14 inh	TROY NFkB inh	NR2E3 ag-1	HIF-2a block	NR2E3 ag-2
COCCN(C(=O)c1ccco1)c1nnc(-c2ccc(F)cc2)s1	-6	-37	-44	-177	-9	7	5	-44	4	-234	-74
COc1ccccc1N1CCN(CCN2C(=O)C3CCCN3C2=O)CC1 (stereo unspecified)	9	-13	-18	6	3	-18	-2	1	0	6	-10
COc1ccccc1CCC(=O)N(CCC1=CCCCC1)c1c(N)n(Cc2ccccc2)c(=O)[nH]c1=O	11	43	17	16	11	-13	14	-33	1	-1	-1
O=C(Nc1ccc(F)cc1)NC1CCCCC1	9	-25	-71	-111	-14	1	-7	-79	1	-144	-60
Cc1ccc(S(=O)(=O)N2CCCCC2CCNC(=O)C(=O)NC2CCCC2)cc1 (stereo unspecified)	3	3	3	28	16	-12	5	-18	0	17	-22
O=C(c1ccccc1)N1CCN(S(=O)(=O)c2ccccc2)CC1	-20	5	-7	15	-8	4	-10	4	0	9	-35
COc1ccc(C(=S)Nc2ccc(C)cc2)cc1	2	-51	-104	-276	2	21	-27	-48	2	-287	-69
CCOc1ccc(C(=O)NC(C(=O)NCC2CCCO2)C(C)C)cc1 (stereo unspecified)	5	6	5	10	-12	-2	6	-3	-2	12	-29
COc1ccc(NC(=O)c2ccccc2NS(=O)(=O)c2ccc(C)cc2)c([N+](=O)[O-])c1	10	10	11	11	-7	20	5	13	2	0	7
COc1ccc(OC)c2cc3ccccc3cc12	-53	12	27	55*	-3	2	17	-10	.	-29	4
Cc1cc2oc(=O)cc(CN3CCN(Cc4ccc5c(c4)OCO5)CC3)c2cc1C	-6	18	-2	-7	0	-19	0	0	0	11	24
CC(=O)Nc1ccc(NC(=O)c2c(-c3ccccc3Cl)noc2C)c(C)c1	-17	-1	6	11	11	0	1	5	-1	2	-16
COc1cc(C2c3sc(=O)[nH]c3SC3C(=O)N(c4ccc(Br)cc4)C(=O)C32)ccc1O (stereo unspecified)	10	5	-2	-2	0	-7	7	22	2	10	-24
COc1ccccc1C(=O)Nc1cccnc1	-13	0	-2	-13	2	4	19	7	0	13	-18
COC(=O)c1noc(C)c1-c1ccnn1C(=O)c1ccc(Cl)cc1	-7	8	0	6	5	-3	-6	-9	2	15	-15

This is a subset; rates above refer to the full screens.
